Assay outcomes deposited in PubChem by The Scripps Research Institute Molecular Screening Center.
PAFAH1B2 FP inh: inhibitors of human PAFAH1B2; AID 492953; recombinant PAFAH1B2, FP-rhodamine activity probe, fluorescence polarization; inhibition, % at 3.39 µM; 340,000 compounds, 1.2% hits; P68402;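 active means inhibition above the mean of all tested compounds plus 3 SD, cut at about 24% in these data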;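 further: 0% = enzyme with DMSO and 100% = wells lacking PAFAH1B2; many of its hits are not listed in these tables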
Target sequence (P68402 whole entry, looked up): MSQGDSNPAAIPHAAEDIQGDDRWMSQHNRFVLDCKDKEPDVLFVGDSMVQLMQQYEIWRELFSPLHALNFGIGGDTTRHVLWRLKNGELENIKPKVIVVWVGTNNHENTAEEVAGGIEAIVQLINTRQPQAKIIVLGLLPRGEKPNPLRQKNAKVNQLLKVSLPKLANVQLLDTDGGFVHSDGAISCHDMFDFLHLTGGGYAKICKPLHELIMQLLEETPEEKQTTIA
PAFAH1B3 FP inh: inhibitors of human PAFAH1B3. Q15102. recombinant PAFAH1B3, FP-rhodamine probe, fluorescence polarization. inhibition, % at 3.39 µM. 340,000 compounds, 0.28% hits. AID 492972;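 active means inhibition above the screen-wide average of all tested compounds plus 3 SD, cut at about 25% in these data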;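 further: 0% = enzyme with DMSO only and 100% = wells lacking PAFAH1B3 protein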
PME-1 inh: PME-1 (human) inhibition. recombinant PME-1, FP-Rh probe fluorescence polarization. inhibition, % at 5.9 µM. 320,000 compounds, 0.53% hits;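 active means inhibition above the campaign mean of all compounds plus 3 SD, cut at about 26% in these data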;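 further: competitive labeling of PME-1 active site by serine hydrolase directed probe; 0% = PME-1 with DMSO and 100% = wells lacking PME-1 enzyme; inhibitors block probe labeling so polarization falls and inhibition rises; many of its hits are not listed in these tables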
LYPLA2 inh: counter-screen for PME1 inhibitors: inhibitors of human LYPLA2 | 320,000 compounds, 0.38% hits | recombinant LYPLA2, FP-Rh probe fluorescence polarization | inhibition, % at 5.9 µM | AID 2177 | O95372;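 active means inhibition above the screen-wide mean plus 3 SD, limit set per campaign, cut at about 26% in these data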;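 further: 0% = LYPLA2 with DMSO and 100% = wells lacking LYPLA2 enzyme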
Target sequence (O95372 whole entry, looked up): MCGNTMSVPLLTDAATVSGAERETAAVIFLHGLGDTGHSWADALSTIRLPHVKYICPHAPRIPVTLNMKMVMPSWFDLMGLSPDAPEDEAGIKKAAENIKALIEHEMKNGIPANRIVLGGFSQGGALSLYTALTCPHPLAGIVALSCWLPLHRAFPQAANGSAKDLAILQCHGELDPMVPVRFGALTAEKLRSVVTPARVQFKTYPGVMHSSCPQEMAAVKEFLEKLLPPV
PAFAH2 inh: inhibitors of human PAFAH2. 340,000 compounds, 0.99% hits. inhibition, % at 3.39 µM. recombinant PAFAH2, FP-rhodamine activity probe, fluorescence polarization. Q99487;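 active means inhibition above the mean over all tested compounds plus 3 SD, cut at about 30% in these data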;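 further: inhibitors block probe labeling of enzyme so polarization drops; 0% = enzyme with DMSO and 100% = wells lacking PAFAH2 protein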
GSTO1 counter: GSTO1 inhibition, counter-screen for RBBP9 inhibitors. recombinant GSTO1, activity-based probe fluorescence polarization. P78417. 300,000 compounds, 1.1% hits. AID 1974. inhibition, % at 5.96 µM;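 active means inhibition above the campaign mean inhibition plus 3 SD, cut at about 35% in these data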;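 further: 0% = GSTO1-1 with DMSO and 100% = wells lacking GSTO1-1 enzyme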
Target sequence (P78417 whole entry, looked up): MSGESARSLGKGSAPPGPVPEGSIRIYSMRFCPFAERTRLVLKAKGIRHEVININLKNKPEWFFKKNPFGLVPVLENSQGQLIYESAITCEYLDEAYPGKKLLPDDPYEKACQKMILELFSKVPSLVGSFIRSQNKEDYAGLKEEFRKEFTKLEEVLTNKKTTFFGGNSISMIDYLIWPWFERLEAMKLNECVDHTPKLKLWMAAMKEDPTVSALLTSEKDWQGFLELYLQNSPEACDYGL
pPAFAH FP inh: inhibitors of human plasma PAF acetylhydrolase (pPAFAH) | Q13093 | recombinant pPAFAH, FP-rhodamine probe fluorescence polarization | inhibition, % at 3.39 µM | 330,000 compounds, 1.5% hits | AID 463082;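 active means inhibition above the mean inhibition across the screen plus 3 SD, cut at about 25% in these data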;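 further: inhibitors block binding of the rhodamine activity-based probe so polarization drops; 0% = enzyme with DMSO and 100% = wells lacking pPAFAH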
LYPLA1 inh: blocks human lysophospholipase 1, a PME1 counter-screen | 320,000 compounds, 0.16% hits | O75608 | inhibition, % at 5.9 µM | recombinant LYPLA1, FP-Rh probe fluorescence polarization;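 active means inhibition above the mean of all tested compounds plus 3 SD, set per campaign, cut at about 14% in these data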;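 further: inhibitors block serine hydrolase probe labeling of LYPLA1 so polarization falls; 0% = enzyme with DMSO and 100% = wells lacking LYPLA1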
Target sequence (O75608 whole entry, looked up): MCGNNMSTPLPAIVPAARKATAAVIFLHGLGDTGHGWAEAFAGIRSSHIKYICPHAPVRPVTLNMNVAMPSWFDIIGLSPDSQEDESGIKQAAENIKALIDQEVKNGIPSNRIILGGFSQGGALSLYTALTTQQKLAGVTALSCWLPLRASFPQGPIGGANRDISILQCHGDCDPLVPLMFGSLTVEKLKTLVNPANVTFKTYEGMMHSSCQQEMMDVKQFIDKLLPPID
PAD4 inh: PAD4 (human) enzyme inhibition | AID 485272 | 330,000 compounds, 0.41% hits | inhibition, % at 6.36 µM | recombinant PAD4, RCA probe fluorescence polarization;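 active means percent inhibition above a cutoff equal to the mean of all tested compounds plus 3 SD, cut at about 15% in these data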;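 further: 0% = PAD4 with RCA probe and DMSO and 100% = probe without PAD4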
An asterisk follows results filed as active; . = not tested or not shown.

Each structure is followed by: PAFAH1B2 FP inh | PAFAH1B3 FP inh | PME-1 inh | LYPLA2 inh | PAFAH2 inh | GSTO1 counter | pPAFAH FP inh | LYPLA1 inh | PAD4 inh
1. CN1CCN(C(=O)c2ccc3c(c2)N(Cc2cccc(Cl)c2)C(=O)c2ccccc2S3=O)CC1 (stereo not given)
  3 | -2 | 7 | -1 | 5 | 7 | -1 | 2 | -2
2. COc1cccc(C(=O)N2CCN(CCCc3ccccc3)CC2)c1OC
  -1 | 1 | -1 | 8 | 6 | -5 | 11 | 1 | -1
3. O=S(=O)(c1ccc(F)cc1)N1CCC(N2CCCCCC2)CC1
  3 | -4 | -7 | 1 | -2 | 6 | 2 | -3 | -4
4. CC(Sc1cccc[n+]1[O-])c1ccccc1 (stereo not given)
  4 | 12 | -3 | -7 | -4 | -1 | -7 | 2 | -1
5. CCc1cccc(CC)c1NC(=S)N(CCN(C)C)C(C)c1cccnc1 (stereo not given)
  2 | 2 | 4 | 1 | 0 | 4 | 3 | 0 | 0
6. O=C(CN1CCN(S(=O)(=O)N2CCOCC2)CC1)Nc1ccc(Cl)c(Cl)c1
  -4 | -2 | -3 | -1 | 8 | -1 | 3 | 3 | -5
7. Cc1nn(CC2CCCCC2)c(N)c1-c1ccccc1
  -3 | 4 | 1 | -1 | -4 | 5 | 6 | 0 | 0
8. O=C(CC1CCCC1)Nc1nc2ccccc2[nH]1
  5 | 2 | -2 | 0 | 2 | -6 | 0 | -4 | 1
9. CC(C)(C)N1CC(COc2ccccc2)OC1=O (stereo not given)
  8 | 3 | 4 | 2 | 5 | 7 | 5 | 1 | -2
10. CCOC(=O)N1CCC(NC(=O)c2cccc3c2C(=O)N(Cc2cccnc2)C3)CC1
  7 | 5 | 1 | 5 | 4 | -2 | -4 | 0 | -8
11. Cc1cc(C)n2nc(C(=O)OCC(=O)Nc3ccc(C)c(S(=O)(=O)N4CCOCC4)c3)nc2n1
  3 | 10 | . | . | 4 | . | 1 | . | -1
12. CCCN1CCC(NC23CC4CC(CC(C4)C2)C3)CC1
  . | . | 0 | 0 | . | 8 | 2 | -1 | 0
13. O=C(NC(O)C(=O)c1cccs1)c1cccnc1 (stereo not given)
  0 | 6 | -14 | -2 | 7 | -1 | -7 | -3 | -6
14. O=c1c(-c2ccccc2)c(O)nc2ccccn12
  -7 | 0 | 3 | 5 | 3 | 3 | 1 | 1 | -1
15. CC(=O)Nc1ccc(S(=O)(=O)NC2=C(N3CCN(c4ccc(F)cc4)CC3)C(=O)c3ccccc3C2=O)cc1
  6 | 18 | 16 | 8 | 14 | 57* | 7 | 1 | -4
16. CC(NC(=O)Nc1ccc2c(c1)OCO2)C1CCCO1 (stereo not given)
  3 | 2 | 2 | 4 | 1 | 0 | 6 | 4 | -9
17. O=C(Nc1ccc(F)cc1)OCCOc1ccc([N+](=O)[O-])cc1
  5 | 5 | -7 | 8 | -3 | 6 | -4 | -4 | -5
18. CC(C)NC(=O)CSc1nc2sccc2c(=O)n1-c1ccccc1
  3 | 4 | -3 | -4 | 3 | -1 | 4 | -1 | 2
19. COC(=O)c1ccccc1N=C(SC)N(C)C
  0 | 6 | 0 | 0 | 4 | 4 | -3 | 3 | 7
20. O=C(CSc1nnc(Nc2ccccc2)s1)Nc1ccc(S(=O)(=O)N2CCOCC2)cc1
  3 | 1 | -3 | -6 | 0 | -5 | 2 | -2 | 1
21. O=C(Cn1cnc2ccccc2c1=O)N/N=C/c1ccc(Br)cc1
  . | . | -3 | -3 | . | -4 | 10 | -4 | -2
22. S=C(NCCc1ccccc1)N/N=C/c1ccc(Cl)cc1
  1 | 7 | -4 | -14 | -1 | -8 | -1 | -6 | -1
23. Cc1cc(N2CC(C)OC(C)C2)n2cc(-c3ccccc3)nc2n1 (stereo not given)
  1 | 4 | -5 | 5 | 0 | -5 | 7 | 2 | 5
24. CNC(=O)CSc1nc(-c2ccccc2)c(-c2ccccc2)[nH]1
  0 | 5 | -3 | 5 | -1 | -3 | 5 | 0 | 3
25. O=C(Cc1c(Cl)cccc1Cl)OCC(=O)N1CCOCC1
  7 | 6 | . | . | -3 | . | 5 | . | 2
26. COc1cc(OC)cc(-c2nn[nH]n2)c1
  1 | 2 | 3 | 6 | 8 | -2 | 1 | 2 | -5
27. COc1ccc(CCNC(=O)C2CC(c3ccccc3C(F)(F)F)=NO2)cc1 (stereo not given)
  2 | 14 | 0 | -4 | 0 | -6 | 0 | -1 | -1
28. CO/N=C/C(=N\Nc1ccc(OC)cc1)C(=O)c1ccc(OC)cc1
  5 | 3 | -6 | 0 | -1 | 8 | 0 | 3 | -4
29. CCOC(=O)C(C)Sc1nc(N)c(NC(=O)c2ccc(OC)c(OC)c2)c(=O)[nH]1 (stereo not given)
  2 | -6 | 3 | 6 | -2 | 2 | 4 | 0 | 0
30. CCOC(=O)C1CCCN(C2CC(=O)N(c3cccc(C)c3)C2=O)C1 (stereo not given)
  -2 | 0 | 5 | 1 | 0 | 0 | 4 | 1 | -6
31. COc1ccccc1/C=C/C(=O)NC(=S)NCC1CCCO1 (stereo not given)
  -5 | -2 | 1 | -1 | 2 | 4 | 7 | -3 | 1
32. COc1ccc(CCNC(=O)c2cc3c(=O)n4ccccc4nc3n(CCN3CCOCC3)c2=N)cc1
  3 | 1 | 7 | -3 | 2 | -2 | 6 | 1 | 0
33. COc1ccccc1NC(=S)NC1CCCCC1
  4 | 4 | 2 | 3 | -1 | 4 | 2 | 1 | 2
34. O=c1cc(Cl)[nH]n(-c2ccccc2)c1=O
  7 | 8 | -4 | 4 | 5 | -3 | 7 | -1 | 0
35. COc1cc(/C=N/N=C(\N)c2nonc2N)cc(OC)c1O
  4 | -1 | 4 | 8 | -2 | 10 | 3 | 1 | -6
36. Cc1ccc(-c2nc(C#N)c(N3CCC(C(N)=O)CC3)o2)cc1
  0 | 0 | -4 | 2 | 5 | 15 | -2 | 4 | 4
37. Cc1ccccc1OCCC(=O)Nc1c(C)n(C)n(-c2ccccc2)c1=O
  3 | 2 | 2 | 10 | 1 | 6 | -4 | 7 | 0
38. CCOC(=O)c1ccc(Nc2sc(C(=O)c3cccc([N+](=O)[O-])c3)c(N)c2C#N)cc1
  0 | -6 | 4 | 2 | 3 | 3 | 4 | -1 | 1
39. Cc1[nH]c2ccc(C(=O)OCC(=O)Nc3cccc(S(N)(=O)=O)c3)cc2c1C
  0 | -1 | 9 | -5 | 69* | . | 2 | -3 | 4
40. COc1ccc(-c2nnc(SCC(=O)NCc3ccco3)o2)cc1
  9 | 15 | 2 | -2 | 0 | 6 | 3 | -2 | 1
41. Cc1ccc2nc(NCCCO)[nH]c2c1
  -3 | 3 | -3 | 2 | 4 | -2 | 1 | 0 | -5
42. CS(=O)(=O)c1ccc(C(=O)NC2CCCc3ccccc32)cc1 (stereo not given)
  4 | 6 | -6 | 4 | 4 | 11 | -3 | 2 | -4
43. CCN(CC(=O)NC1CC1)S(=O)(=O)c1ccc(OC)cc1
  2 | 1 | 4 | 0 | 5 | -2 | 3 | -1 | -12
44. CS(=O)(=O)c1ccc2nc(NC(=O)Nc3ccc(Cl)c(Cl)c3)sc2c1
  -29 | -30 | -9 | -2 | -54 | 1 | 3 | -8 | -5
45. CCOc1cc(S(=O)(=O)NCCc2ccccc2C)c(OCC)cc1-n1cnnn1
  2 | 9 | 4 | -1 | 0 | 0 | 1 | -2 | -8

The last 2 compounds of the part above are carried over, then new ones follow:
Each structure is followed by: PAFAH1B2 FP inh | PAFAH1B3 FP inh | PME-1 inh | LYPLA2 inh | PAFAH2 inh | GSTO1 counter | pPAFAH FP inh | LYPLA1 inh | PAD4 inh
44. CS(=O)(=O)c1ccc2nc(NC(=O)Nc3ccc(Cl)c(Cl)c3)sc2c1
  -29 | -30 | -9 | -2 | -54 | 1 | 3 | -8 | -5
45. CCOc1cc(S(=O)(=O)NCCc2ccccc2C)c(OCC)cc1-n1cnnn1
  2 | 9 | 4 | -1 | 0 | 0 | 1 | -2 | -8
46. COC(=O)/C=C/CC(C)OS(N)(=O)=O (stereo not given)
  4 | 1 | -6 | 2 | 9 | 11 | 1 | 1 | 5
47. COc1ccc(C)cc1NC(=O)CSc1nnnn1C1CCCC1
  -1 | 14 | -7 | 4 | -7 | 6 | -5 | 2 | -2
48. C=CCNC(=O)/C(C#N)=C/c1ccc(SC)cc1
  0 | 10 | -3 | -3 | 1 | 1 | 0 | 0 | 2
49. Cc1nnc(C)n1/N=C/c1ccc(O)cc1
  1 | 11 | -3 | -1 | 1 | -1 | 4 | -1 | 1
50. Cc1cc(-c2ccccc2)nc(N(C)C)c1S(C)(=O)=O
  5 | 5 | 2 | 1 | 4 | 6 | 3 | -2 | 4
51. CCCC(=O)c1cc2c(cc1NC(=O)c1ccccc1F)OCCO2
  -2 | -1 | 1 | -2 | -2 | 4 | -1 | -3 | -2
52. COc1ccc(Cl)cc1S(=O)(=O)NCc1ccncc1
  4 | 5 | -2 | -1 | -6 | -5 | -3 | 3 | 0
53. CC(C)(C)NC(=O)CN1CCC(NC(=O)C23CC4CC(CC(C4)C2)C3)CC1
  -2 | 5 | 0 | 9 | -4 | 15 | -1 | 4 | 2
54. Cn1c(CC(=O)Nc2ccccc2)nnc1SCC(=O)NC1CCCC1
  1 | 0 | -1 | -3 | -14 | 5 | -1 | 1 | -2
55. Cc1ccc(-c2nnc(SCC(=O)N/N=C/c3ccccc3C(=O)O)n2-c2ccc(Cl)cc2)cc1
  6 | 1 | 3 | -2 | -3 | 8 | 6 | 0 | 2
56. COC(=O)[C@@H]1Cc2c([nH]c3ccccc23)C(C)N1C(=O)c1ccccc1 (stereo not given in full)
  -9 | 6 | 1 | -2 | -12 | 1 | 5 | 2 | -1
57. CSCCC(NC(=O)COc1ccccc1)C(=O)N(C)CC(=O)Nc1ccc(Cl)cc1 (stereo not given)
  10 | -8 | 1 | -4 | -6 | . | 2 | -6 | 2
58. Cc1nc2c(-c3ccc(F)cc3)cnn2c(N)c1-c1ccccc1
  1 | -3 | 6 | 13 | 6 | 7 | 5 | -1 | 0
59. Cc1cccc(-n2nnnc2SCC(=O)Nc2ccc(N3CCN(C)CC3)cc2)c1
  1 | 2 | 5 | -1 | -8 | 5 | 4 | -1 | 1
60. CCc1ccc(C(c2c(C)nn(-c3ccccc3)c2N)c2c(C)nn(-c3ccccc3)c2N)cc1
  -1 | 14 | -2 | -4 | 2 | 4 | 7 | -3 | -3
61. CCC1(CC)Cc2ccccc2C(C2=C(O)CC(C)(C)CC2=O)=N1
  -1 | 1 | -1 | 0 | 6 | 3 | -4 | 2 | 1
62. O=C1NN(c2ccccc2)C(=O)/C1=C/c1ccc(Sc2cccc3ccccc23)o1
  7 | 9 | 10 | 9 | 21 | 49* | 43* | 3 | 1
63. O=C(CCC(=O)c1cccs1)NCC(=O)Nc1ccc(F)c(F)c1F
  -7 | 11 | -3 | -3 | 3 | 1 | 1 | 3 | 2
64. CC(=O)c1nnn(-c2nc(N3CCCC3)nc(N(c3ccccc3)c3ccccc3)n2)c1C
  0 | 6 | 1 | 7 | -1 | 1 | 1 | -1 | 3
65. COc1ccccc1-c1cc(C(=O)N2CCCc3ccccc32)no1
  -1 | 5 | 2 | -1 | 1 | -2 | 6 | 1 | -3

Only part of the results is shown; the hit share may differ from the screen's.
